# Bioassay records from PubChem BioAssay.
# 697 NFkB inh: lowers PMA/ionomycin-induced NF-kB signal in 697 B cells | 697 B-cell NF-kB luciferase reporter, 16 h | inhibition, % at 4 µM | hit rate 0.33% among 330,000; in the data active = inhibition above about 35%
# SENP8 inh: inhibitors of human SENP8 protease; AID 2540; Q96LD8; inhibition, % at 10 µM; hit rate 1.2% among 330,000; purified SENP8, Z-RLRGG-aminoluciferin cleavage, luminescence
# Target sequence (Q96LD8 whole entry, looked up): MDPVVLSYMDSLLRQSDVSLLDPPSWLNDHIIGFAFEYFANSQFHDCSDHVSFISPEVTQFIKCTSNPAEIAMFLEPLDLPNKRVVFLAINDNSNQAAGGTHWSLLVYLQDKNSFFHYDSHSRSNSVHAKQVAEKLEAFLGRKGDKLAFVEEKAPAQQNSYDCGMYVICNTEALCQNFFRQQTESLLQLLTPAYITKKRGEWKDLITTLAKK
# Gli-Sufu antag: blocks Gli-Sufu signaling in a luciferase reporter | Sufu-KO-LIGHT fibroblasts, Gli luciferase reporter luminescence | inhibition, % at 5 µM | hit rate 0.74% among 340,000;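 active = inhibition above about 55%, limit read from the data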;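 also: 0% = DMSO-treated cells and 100% = wells with medium but no cells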
# UBC13 inh: inhibitors of human UBC13 polyubiquitin chain formation | hit rate 0.47% among 330,000 | TR-FRET | AID 485273 | inhibition, % at 20 µM; in the data active = inhibition above about 45%, passing the limit was not always enough; inconclusive = no clear call, values can overlap the other calls
# Target sequence (P61088 whole entry, looked up): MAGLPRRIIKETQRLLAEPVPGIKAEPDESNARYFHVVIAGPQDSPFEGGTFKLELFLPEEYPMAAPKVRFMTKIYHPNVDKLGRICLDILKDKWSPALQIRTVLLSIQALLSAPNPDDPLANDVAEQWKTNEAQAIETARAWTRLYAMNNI
# Jurkat NFkB inh: lowers PMA/ionomycin-induced NF-kB signal in Jurkat cells; PMA/ionomycin-induced NF-kB luciferase reporter, luminescence; inhibition, % at 4 µM; hit rate 0.53% among 330,000; AID 435003
# Apaf-1 inh: inhibitors of human Apaf-1 apoptosome; inhibition, % at 20 µM; reconstituted apoptosome caspase-3 activity, DEVD-Rh110 fluorescence; O14727; AID 489030; hit rate 0.71% among 330,000; active = inhibition of at least 40% at 20 µM;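 also: plate controls were DMSO wells for no effect and DEVD-CHO caspase inhibitor wells for full effect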
#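 Material: reconstituted apoptosome with Apaf-1, cytochrome c, caspase-9, procaspase-3, dATP. Technique: Rh110 fluorescence intensity. Buffer or medium: pH 7.5 Hepes buffer with CHAPS, BSA, DTT. Times: 30 min plus 50 min, RT.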
# HKDC1 inh: inhibitors of human hexokinase HKDC1 | Q2TB90 | recombinant HKDC1, G6PDH/diaphorase resazurin coupled fluorescence | inhibition, % at 20 µM | hit rate 0.16% among 340,000 | AID 493160;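 active = inhibition above about 35% when tested at 20 µM, limit read from the data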;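 also: plate controls were DMSO wells with enzyme for no effect and DMSO wells lacking enzyme for full effect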
#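 Test system: Recombinant HKDC1 (HK5) hexokinase enzyme, produced in-house | Input: HKDC1 at 5 µg/mL | Buffer or medium: Tris pH 8.0 buffer with MgCl2, Tween-20, BSA, BME | Schedule: 90 min reaction incubation at room temperature, dark | Technique: Resazurin-to-resorufin fluorescence via G6PDH and diaphorase coupling, 525/613 nm | Controls: DMSO wells with and without enzyme mix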
# SENP7 inh: SENP7 protease inhibition | Q9BQF6 | inhibition, % at 5 µM | AID 434973 | hit rate 1.5% among 330,000 | recombinant SENP7, Z-RLRGG-aminoluciferin luminescence, 40 min;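 active = inhibition above about 50% at the single test dose, limit read from the data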;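 also: plate controls were DMSO with enzyme for no effect and no enzyme buffer wells for full effect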
# Target sequence (Q9BQF6 706-1050 limits assumed): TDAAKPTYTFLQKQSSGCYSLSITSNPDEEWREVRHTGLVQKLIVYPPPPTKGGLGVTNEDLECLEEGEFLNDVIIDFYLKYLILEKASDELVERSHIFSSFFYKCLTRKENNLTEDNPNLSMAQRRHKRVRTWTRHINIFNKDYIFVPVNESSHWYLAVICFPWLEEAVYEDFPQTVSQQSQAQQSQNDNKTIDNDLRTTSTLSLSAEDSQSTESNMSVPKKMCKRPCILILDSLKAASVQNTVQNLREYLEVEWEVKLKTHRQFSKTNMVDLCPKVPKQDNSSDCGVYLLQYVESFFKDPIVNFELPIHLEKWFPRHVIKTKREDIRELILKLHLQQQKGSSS
# Active calls of the source: *; ? = inconclusive; / = no result given. Rule as the data show it, unless noted: active = inhibition above about 50%; inactive = the rest.
Compound	697 NFkB inh	SENP8 inh	Gli-Sufu antag	UBC13 inh	Jurkat NFkB inh	Apaf-1 inh	HKDC1 inh	SENP7 inh
COc1ccc(-c2cc(-c3ccc(C)cc3)nc(SCc3nnc(-c4ccccc4)o3)c2C#N)cc1OC	-18	-9	10	?	-3	-3	-12	-8
Cc1ccc2c(c1C)NC(=O)CC(c1ccccc1O)=N2	-6	-3	-20	0	-22	-6	-2	10
C=CCn1c(-c2ccc(Cl)cc2)c[nH]c1=S	-30	1	-2	-5	-7	14	1	-3
CCn1c(Cc2cccs2)nnc1SCC(=O)Nc1ccc(OC)c(OC)c1	20	2	5	4	-7	3	-1	6
CC1(C)Cc2c(C#N)c(SCC(=O)c3ccccc3)nc(N3CCOCC3)c2CS1	-47	-5	23	1	-9	9	7	-1
CC1CCN(C(=O)CSc2nncn2-c2ccccn2)CC1	16	1	-15	-7	1	8	-4	-2
O=C(CSC1=NS(=O)(=O)c2cc(F)ccc2N1)Nc1ccccc1	-1	-4	-10	-8	3	-2	-1	1
O=C(NCc1ccccc1C(F)(F)F)C1CCC(=O)N(CCCc2ccccc2)C1 (configuration not stated)	-2	-15	-5	-2	-2	10	-7	-10
COc1ccc(/C(O)=C2\C(=O)C(=O)N(CCN(C)C)C2c2cc(OC)c(OC)c(OC)c2)c(C)c1 (configuration not stated)	0	-3	6	-2	-11	-3	-10	0
C#CCOCCOCCOCCNc1nc(N2CCN(C(=O)[C@H](CCC(=O)O)n3cc(C(N)[C@H](C)CC)nn3)CC2)nc(N2CCN(C(=O)[C@H](CCC(=O)O)n3cc(C(N)[C@H](C)CC)nn3)CC2)n1 (some centres not stated)	15	-1	-11	-6	7	2	0	-6
COCCCn1c(=O)c2ccccc2n(Cc2ccc(C)cc2)c1=O	-27	-1	0	-5	-9	21	-4	6
N#Cc1ccc(CSc2nnc(NC(=O)CN3C(=O)C4CC=CCC4C3=O)s2)cc1 (configuration not stated)	2	4	-1	-2	10	-3	1	1
O=C(O)C1C2C=CC(O2)C1C(=O)Nc1ccc2c(c1)OCCO2 (configuration not stated)	-25	8	/	-6	-6	-13	/	8
O=C(NCc1ccco1)c1ccc(COc2cc(Cl)ccc2Cl)cc1	-41	-4	-39	3	-20	11	-5	-1
CCOc1cc(N2CCOCC2)c(OCC)cc1NC(=O)COC(=O)c1ccccc1OC(F)F	-3	-6	0	-6	4	5	-6	0
COc1cc(S(=O)(=O)N(Cc2ccccc2)Cc2ccccn2)ccc1-n1cnnn1	10	-4	-1	3	7	11	-2	-4
COCCCNC(=S)Nc1cccc2ncccc12	2	-3	-7	-16	6	6	14	1
O=C(Cn1ncc2c3ccccc3n(Cc3ccccc3)c2c1=O)NCCN1CCOCC1	-2	2	6	5	-5	4	-4	-4
CCN(Cc1ccc(OC)c(F)c1)C(=O)c1oc2ccccc2c1COC	-23	4	26	3	-19	14	5	-11
O=C(O)C(Cc1ccccc1)N1C(=O)/C(=C/c2cccs2)SC1=S (configuration not stated)	8	2	2	-5	-2	6	-5	11
COc1ccc(CN2CCN(S(=O)(=O)c3ccc(NC(C)=O)cc3)CC2)cc1	7	-5	8	5	14	-11	-3	-6
Cc1cccc(NC(=O)Cn2cnc3c(oc4ccccc43)c2=O)c1	7	5	-28	-11	-11	-15	-4	9
COc1ccccc1NC(=O)COC(=O)/C=C/c1ccc(OC)c(OC)c1	9	3	-3	25	-3	0	-3	-7
COc1ccccc1C1(CCN=Cc2ccc(N(C)C)cc2)CCOC(C)(C)C1 (configuration not stated)	23	0	5	-3	2	-4	2	5
C/C(=N\NC(=O)c1ccc(Br)cc1)c1ccccc1	-155	38	4	-2	-142	17	-2	36
CCOC(=O)c1nn(-c2ccc(F)cc2)cc1O	12	-3	4	0	-21	-5	-6	5
CC(C)C[C@@H](CO)N(Cc1ccccc1)S(=O)(=O)N(Cc1ccccc1)[C@H](CO)CC(C)C	5	-13	4	-27	6	24	9	0
COc1ccccc1N1CCN(C2CCCN(C(=O)CCC(C)=O)C2)CC1 (configuration not stated)	9	-2	2	-11	-15	0	-2	3
Cc1ccc(NC(=O)Cc2noc3ccccc23)cc1	-22	24	-70	1	-67	-8	-12	44
Cc1ccc(N)cc1NC(=O)CN1CCOCC1	33	-6	1	1	0	-8	-1	3
CN(C)S(=O)(=O)c1cccc(NC(=O)Cn2cc(C(F)(F)F)cc(Cl)c2=O)c1	1	-4	2	-8	4	3	-10	-9
COc1ccc(NC(=O)CC(Cc2ccccc2)C(=O)O)cc1 (configuration not stated)	7	5	3	5	-3	-11	-6	-5
Cn1ncc2c(=O)n(/N=C/c3ccccc3)cnc21	-27	-17	-6	-16	-5	4	-13	-5
O=C(COC(=O)[C@@H]1CCCN1S(=O)(=O)c1ccccc1F)Nc1ccc(OC(F)F)cc1	11	5	-4	6	4	-1	0	5
CCC(c1nnnn1C(C)(C)CC)N(CCN1CCOCC1)Cc1cc2cc(C)ccc2[nH]c1=O (configuration not stated)	2	1	6	5	-12	-7	-1	5
Cc1cccc(CNC(=O)CCCn2nc(C)c3c(C)n(-c4ccccc4)nc3c2=O)c1	4	5	9	-5	10	4	-3	6
O=C(CN1C(=O)C2C3C=CC(C3)C2C1=O)Nc1nc2ccccc2[nH]1 (configuration not stated)	-1	-6	22	-2	0	1	-7	3
Cc1c(C(=O)NC2CCCC2)oc2ccccc12	-3	-6	-7	6	-5	-5	3	4
Cc1ccc(CS(=O)(=O)CCC(=O)NC2CC2)cc1	-7	-5	0	-4	-15	0	-10	6
OC12CC3C[C@H](C1)C(N1CCOCC1)[C@@H](C3)C2 (some centres not stated)	-6	-6	-3	1	-10	-2	-4	6
COc1nc(Nc2ccc([N+](=O)[O-])cc2)nc(NC(C)C)n1	7	1	7	4	1	-2	3	-1
CCN(CC)CCCn1c2c(c(SCC(=O)Nc3cccc(C)c3C)nc1=O)CCC2	2	4	26	-1	-21	0	-1	-8
O=C(NCc1nc2ccccc2[nH]1)C1=C[C@H](c2coc3ccccc3c2=O)C[C@H](OCc2ccc(CO)cc2)O1	8	-22	7	-3	8	10	3	3
O=S(=O)(c1ccc(F)c(F)c1F)N1CCN(C(=S)NC2CC3CCC2C3)CC1 (configuration not stated)	3	-2	-4	-2	7	-6	15	-2
COc1ccc(/C=C(/CC(=O)NCc2ccc(Cl)cc2)c2nc3ccccc3s2)cc1	14	-12	-16	-11	4	16	3	7
COc1ccc(-c2ccc(C)cc2)cc1[C@H]1[C@H]2C=CC[C@@H](C)[C@@H]2C(=O)N1Cc1ccccc1	41*	4	7	-3	14	14	9	0
C1=Nc2c(NCc3ccccc3)ncnc2Oc2ccccc21	-28	0	4	-6	-1	11	-2	6
CCn1c(C)c(C)c2cc(C(=O)NCCCN3CCCCC3)ccc21	-1	-2	10	20	-13	12	3	-1
COc1ccc(CCNC(=O)C2(C)CCC(=O)N2Cc2ccc(C)cc2)cc1OC (configuration not stated)	-10	-2	10	6	2	-1	-6	-7
Cc1cc(C)c(C)c(OCc2nc(-c3cccnc3)no2)c1	10	2	10	10	2	0	-3	-5
Cc1ccc(C)c(S(=O)(=O)NC(CC(C)C)C(=O)O)c1 (configuration not stated)	10	-2	-3	3	2	2	-2	5
CCSC1=C(C#N)C(c2ccc3c(c2)OCO3)C2=C(CCCC2=O)N1 (configuration not stated)	3	-5	-3	4	10	0	1	4
C[C@@H]1CC[C@]2(O[C@H](CCO)C[C@@H](O)[C@@H]2O)O1	21	1	-4	2	1	-12	2	-4
CCCNC(=O)C(Cc1cccc(Cl)c1)NC(=O)c1ccccc1 (configuration not stated)	-4	-14	-5	-2	-9	12	-2	-2
Cc1ccc(NC(=O)CCNCc2ccco2)cc1S(=O)(=O)N(C)C	9	5	8	6	4	-3	-12	-1
O=C(NCC1CCCO1)c1cc(-c2ccccc2)on1 (configuration not stated)	-46	4	-54	1	-49	-9	-11	-2
CCOc1ccc2ccccc2c1C(=O)Nc1cc(=O)n(C)c(=O)n1C	14	-8	9	-6	7	2	-6	15
CC1CCN(C(=O)Cn2nc(C(F)(F)F)c3c2CCCC3)CC1	-34	2	2	-6	5	15	5	6
COc1ccc(/C=C/C(=O)c2ccc(O)cc2)cc1COc1ccc(F)cc1	-14	-13	1	-9	-21	3	-2	-4
C=CCOc1ccc(C(=O)Nc2ccc(OCC)cc2)cc1	-10	6	-43	6	-32	-13	-2	1
COc1ccc(S(=O)(=O)N2CCC(C(=O)N[C@@H](C)C(=O)NC3CCCC3)CC2)cc1	14	1	-5	-2	7	-7	-7	0
Cc1c(C(=O)N2CCN(CCc3ccccn3)CC2)oc2ccc(F)cc12	10	8	12	-3	1	1	-3	2

# Printed as active in 697 NFkB inh (from the list above):
compound,697 NFkB inh,UBC13 inh,Jurkat NFkB inh,HKDC1 inh,SENP7 inh
COc1ccc(-c2ccc(C)cc2)cc1[C@H]1[C@H]2C=CC[C@@H](C)[C@@H]2C(=O)N1Cc1ccccc1,41*,-3,14,9,0

# Shown with two lines to a compound: entries from further up.
# The line under a structure holds: 697 NFkB inh | SENP8 inh | Gli-Sufu antag | UBC13 inh | Jurkat NFkB inh | Apaf-1 inh | HKDC1 inh | SENP7 inh
- COc1ccc(-c2ccc(C)cc2)cc1[C@H]1[C@H]2C=CC[C@@H](C)[C@@H]2C(=O)N1Cc1ccccc1
 : 41* | 4 | 7 | -3 | 14 | 14 | 9 | 0
- C1=Nc2c(NCc3ccccc3)ncnc2Oc2ccccc21
 : -28 | 0 | 4 | -6 | -1 | 11 | -2 | 6
- CCn1c(C)c(C)c2cc(C(=O)NCCCN3CCCCC3)ccc21
 : -1 | -2 | 10 | 20 | -13 | 12 | 3 | -1
- COc1ccc(CCNC(=O)C2(C)CCC(=O)N2Cc2ccc(C)cc2)cc1OC (configuration not stated)
 : -10 | -2 | 10 | 6 | 2 | -1 | -6 | -7
- Cc1cc(C)c(C)c(OCc2nc(-c3cccnc3)no2)c1
 : 10 | 2 | 10 | 10 | 2 | 0 | -3 | -5
- Cc1ccc(C)c(S(=O)(=O)NC(CC(C)C)C(=O)O)c1 (configuration not stated)
 : 10 | -2 | -3 | 3 | 2 | 2 | -2 | 5
- CCSC1=C(C#N)C(c2ccc3c(c2)OCO3)C2=C(CCCC2=O)N1 (configuration not stated)
 : 3 | -5 | -3 | 4 | 10 | 0 | 1 | 4
- C[C@@H]1CC[C@]2(O[C@H](CCO)C[C@@H](O)[C@@H]2O)O1
 : 21 | 1 | -4 | 2 | 1 | -12 | 2 | -4
- CCCNC(=O)C(Cc1cccc(Cl)c1)NC(=O)c1ccccc1 (configuration not stated)
 : -4 | -14 | -5 | -2 | -9 | 12 | -2 | -2
- Cc1ccc(NC(=O)CCNCc2ccco2)cc1S(=O)(=O)N(C)C
 : 9 | 5 | 8 | 6 | 4 | -3 | -12 | -1
- O=C(NCC1CCCO1)c1cc(-c2ccccc2)on1 (configuration not stated)
 : -46 | 4 | -54 | 1 | -49 | -9 | -11 | -2
- CCOc1ccc2ccccc2c1C(=O)Nc1cc(=O)n(C)c(=O)n1C
 : 14 | -8 | 9 | -6 | 7 | 2 | -6 | 15
- CC1CCN(C(=O)Cn2nc(C(F)(F)F)c3c2CCCC3)CC1
 : -34 | 2 | 2 | -6 | 5 | 15 | 5 | 6
- COc1ccc(/C=C/C(=O)c2ccc(O)cc2)cc1COc1ccc(F)cc1
 : -14 | -13 | 1 | -9 | -21 | 3 | -2 | -4
- C=CCOc1ccc(C(=O)Nc2ccc(OCC)cc2)cc1
 : -10 | 6 | -43 | 6 | -32 | -13 | -2 | 1
- COc1ccc(S(=O)(=O)N2CCC(C(=O)N[C@@H](C)C(=O)NC3CCCC3)CC2)cc1
 : 14 | 1 | -5 | -2 | 7 | -7 | -7 | 0
